Source: PubChem BioAssay (National Center for Advancing Translational Sciences (NCATS))
aSyn rescue – alpha-synuclein toxicity inhibition in yeast; Potency, µM (series often up to 46.1 µM), inactives show at the top dose growth rescue (activation), hits mostly activators; 370,000 compounds, 0.14% hits; AID 652106; Yeast expressing alpha-synuclein, growth rescue, BacTiter-Glo, 24 h; further: potency means the concentration at half of the fitted maximal effect; % of control where 0% means no effect; nearly all actives have a fitted effect of over 65% in size
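Readout is rescue of growth in alpha-synuclein-expressing yeast, so inhibitors of toxicity appear as activators. Growth after 24 hr at 30 deg C in galactose medium is quantified by luminescence.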
Abeta rescue – A-beta toxicity reversal in yeast; AID 1347071; 410,000 compounds, 0.063% hits; Potency, µM (doses to about 46.1 µM), for inactives: top-dose growth rescue, most hits filed as activators; yeast expressing A-beta42, growth rescue, OD600, 48 h; response scale: 0% DMSO, 100% iron-clioquinol control; further: potency means the concentration at half of the fitted maximal effect; nearly all actives have a fitted effect of over 55% in size
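Growth rescue measured by 600 nm absorbance after 48 h yeast culture at 30 C with compound. Values normalized between DMSO and an equimolar ferric chloride plus clioquinol control.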
FUS yeast rescue – FUS proteinopathy suppression in yeast. Potency, µM (series often up to 76.6 µM), for the others: at the top dose growth rescue (activation), usual class: activators. AID 1347120. 390,000 compounds, 0.24% hits. S. cerevisiae FUS-expressing, growth rescue, OD600, 24 h;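 further: potency means the concentration at half of the fitted maximal effect; plate controls were DMSO vehicle for no effect and reference control for full effect; nearly all actives have a fitted effect of over 55% in size; some results filed as inactive show a strong effect at the top dose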
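FUS-expressing yeast, raffinose-pregrown, induced in 2% galactose minimal medium at OD 0.005; compounds in a dilution series, 24hr at 30C. Growth restoration read as absorbance at 600 nm. CP55940 positive control, DMSO negative.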
pAkt inh – blocks phosphorylation of Akt | Neuro2A IGF-stimulated pAkt S473 HTRF, 20 min; stronger effect = lower value | AID 651550 | 360,000 compounds, 0.32% hits | activity change, % for hits at 50 µM; in the data active means activity change below about -80%; inconclusive means mostly about -51% to -80%; further: on the % scale 0 is the no-effect control and ±100 the full control effect
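Neuro2A cells in DMEM with 0.5% FBS, overnight at 37 deg C, given compound at single 50 µM final, then IGF (6 nM final) for 20 min at 37 deg C. Lysed; phospho-Akt Ser473 by HTRF after 24 h, 665/615 ratio.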
TDP43 rescue – TDP-43 toxicity inhibition in yeast | TDP-43 expressing yeast growth rescue, BacTiter-Glo, 24 h | 410,000 compounds, 1.8% hits | Potency, µM (titrated, usually from 46.1 µM), for the others: at the top dose growth rescue (activation), hits mostly activators; further: potency means the concentration at half of the fitted maximal effect; % of control where 0% means no effect; nearly all actives have a fitted effect of over 50% in size
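Cell-based yeast growth screen: TDP-43 expression induced in galactose, inoculum OD600=0.02 after raffinose pregrowth to mid-log. Read-out BacTiter-Glo luminescence at 24 hr, 30 deg C; inhibition of toxicity seen as signal increase.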
GLP1R inv ag – inverse agonists of human GLP-1 receptor; HEK293 GLP-1R CRE-luciferase, luminescence, 24 h; GLP-1R form is constitutively active; Potency, µM (highest dose often 38.3 µM), for inactives: top-dose activity change, negative = inhibition, usual class: inhibitors; P43220; 410,000 compounds, 1.6% hits; further: potency means the concentration at half of the fitted maximal effect; on the % scale 0 is the no-effect control and ±100 the full control effect; nearly all actives have a fitted effect of over 55% in size
Target sequence (P43220 whole entry, looked up): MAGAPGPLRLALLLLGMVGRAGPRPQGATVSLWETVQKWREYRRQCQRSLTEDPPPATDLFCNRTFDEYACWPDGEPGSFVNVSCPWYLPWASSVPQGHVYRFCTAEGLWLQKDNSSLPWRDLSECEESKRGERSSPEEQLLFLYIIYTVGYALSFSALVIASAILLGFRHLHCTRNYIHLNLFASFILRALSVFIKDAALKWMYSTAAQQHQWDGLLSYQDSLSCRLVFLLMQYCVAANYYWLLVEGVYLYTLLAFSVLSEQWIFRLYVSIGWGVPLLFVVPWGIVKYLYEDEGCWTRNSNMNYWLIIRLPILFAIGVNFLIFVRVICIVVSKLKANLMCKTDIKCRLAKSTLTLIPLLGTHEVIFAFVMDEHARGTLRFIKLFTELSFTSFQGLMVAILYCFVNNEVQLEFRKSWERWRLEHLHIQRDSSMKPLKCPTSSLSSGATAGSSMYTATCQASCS
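HEK293 cells stably co-expressing a cAMP-responsive luciferase reporter and constitutively active GLP-1R were seeded, incubated 12 h, then exposed to compounds for 24 h at 37 C. Luminescence was read 12 min after detection reagent; inverse agonists lower signal.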
PTHR1 agonist – agonists of human PTHR1 parathyroid hormone receptor. HEK293 GP2 PTHR1 cells, GloSensor cAMP luminescence, 1 h. Potency, µM (doses to about 115 µM), without a hit: at the top dose activation, usual class: activators. 410,000 compounds, 0.075% hits. Q03431. AID 743266; further: potency means the concentration at half of the fitted maximal effect; nearly all actives have a fitted effect of over 55% in size; some results filed as inactive show a strong effect at the top dose; inactives centre near -15; many of its hits are not listed in these tables
Target sequence (Q03431 whole entry, looked up): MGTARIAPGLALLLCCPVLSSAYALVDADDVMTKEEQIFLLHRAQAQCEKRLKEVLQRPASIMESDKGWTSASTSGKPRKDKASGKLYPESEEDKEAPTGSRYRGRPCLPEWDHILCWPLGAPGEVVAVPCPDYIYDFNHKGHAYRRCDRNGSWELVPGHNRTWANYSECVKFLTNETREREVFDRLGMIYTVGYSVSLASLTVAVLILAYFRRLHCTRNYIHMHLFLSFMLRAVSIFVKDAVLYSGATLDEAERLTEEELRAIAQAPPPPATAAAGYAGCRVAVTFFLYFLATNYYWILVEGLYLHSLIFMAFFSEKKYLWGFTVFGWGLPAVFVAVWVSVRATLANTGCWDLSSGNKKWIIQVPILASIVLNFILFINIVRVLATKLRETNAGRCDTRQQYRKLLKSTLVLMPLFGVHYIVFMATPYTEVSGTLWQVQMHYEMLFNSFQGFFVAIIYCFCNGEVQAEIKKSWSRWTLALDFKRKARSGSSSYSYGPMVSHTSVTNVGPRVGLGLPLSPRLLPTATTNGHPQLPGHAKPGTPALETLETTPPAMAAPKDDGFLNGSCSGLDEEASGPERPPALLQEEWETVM
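HEK-293-derived GP2 cells expressing PTHR1 and a GloSensor cAMP reporter, 3,000/well, plated overnight, given luciferin plus IBMX (each 0.5 mM as added) for 1 h at 37 °C, then compound for 1 h at 37 °C. Luminescence was read after 15 min at room temperature.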
MmCpn inh – M. maripaludis TRiC chaperonin inhibition | purified Mm-Cpn ATPase, ADP Transcreener TR-FRET | 330,000 compounds, 0.031% hits | AID 504842 | Potency, µM (series often up to 76.9 µM), for inactives: at the highest dose activity, negative = inhibition, usual class: inhibitors; further: potency means the concentration at half of the fitted maximal effect; on the % scale 0 is the no-effect control and ±100 the full control effect; nearly all actives have a fitted effect of over 80% in size
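Inhibition of chaperonin ATP hydrolysis is measured as reduced ADP production, detected by competitive TR-FRET in which signal falls with ADP. Final enzyme 25 nM and ATP 10 uM, reacted 30 min at 37°C.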
GLP1R cytotox – cytotoxic in the GLP-1 receptor inverse agonist counter-screen; HEK293 cAMP-luciferase reporter cells, luminescence, 24 h; Potency, µM (series often up to 38.3 µM), for inactives: top-dose activity change, negative = inhibition, hits mostly inhibitors; 410,000 compounds, 0.13% hits;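 further: loss of luciferase light is scored as toxicity; potency means the concentration at half of the fitted maximal effect; on the % scale 0 is the no-effect control and ±100 the full control effect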
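Step one: seed cells (200 cells/uL, DMEM with 10% Nu serum, 1% pen-strep). Step two: 12-hour incubation at 37 deg C. Step three: pin 23 nL compound, incubate 24 hr. Step four: add luciferase reagent, read luminescence 12 min later.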
* marks the source's active call; other numbers are inactive results; i = inactive; ? = inconclusive; . = not tested or not shown; [ ] = another dose, or the depositor's remark. Unless noted, the call rests on the fitted dose curve; in most records, active means well fitted curve in the direction sought with a large enough effect; inconclusive means small, poorly fitted or top-dose-only effect, or another doubt; inactive means no such curve, though single readings can be large; an effect the other way counts as inactive or inconclusive. A portion of the library; the hit share may differ from the screen's.

SMILES	aSyn rescue	Abeta rescue	FUS yeast rescue	pAkt inh	TDP43 rescue	GLP1R inv ag	PTHR1 agonist	MmCpn inh	GLP1R cytotox
COc1ccc(C(=O)NCCS(=O)(=O)N2CCOCC2)cc1	1%	3%	-13%	i	19%	14%	-2%	0%	1%
Cc1cc(OCCCC(=O)NC2=NCCS2)ccc1Cl	0%	-2%	-1%	i	20%	-11%	-22%[57.5 µM]	1%	1%
CCc1cc(-c2n[nH]c(CCC(=O)O)c2-c2nc3ccccc3n2C)c(O)cc1O	2%	-12%	27%	i	-13%	3%	i	-6%	-5%
COc1cc(C(=O)Nc2cccc(-c3nc4ccccc4o3)c2C)cc(OC)c1OC	-2%	7%	.	i	17%	0%	i	0%	6%
CC(=O)Nc1ccc(S(=O)(=O)N2CCCC2)cc1	0%	2%	-5%	i	8%	19%	-25%	0%	2%
COc1ccc(-c2nnc(SCC(=O)c3[nH]c(C)c(C(C)=O)c3C)o2)cc1	-7%	3%	7%	i	2%	8%	-10%[57.5 µM]	-2%	-7%
CN(Cc1nc(-c2ccc(Cl)cc2)no1)C(=O)CCN1C(=O)[C@H]2CC=CC[C@H]2C1=O	14%	2%	18%	i	14%	2µM*	-30%	1%	1%
CC(=O)Nc1ccc(-c2ccnc3c2CC(C)(C(=O)NCCN(C)C)O3)cc1 (stereo not given)	-3%	-20%	-14%	i	8%	16%	15%	.	2%
CCOc1ccccc1NC(=O)CC(O)(C(F)(F)F)C(F)(F)F	-5%	3%	4%	i	?	-21%	i	-1%	4%
Cc1nc2ccccc2nc1CC(O)(c1ccccc1)c1ccccc1	2%	-24%	0%	i	17%	1%	i	.	5%
COc1ccc(S(=O)(=O)c2c(Nc3ccc(F)cc3)sc(C(=O)c3ccc4c(c3)OCO4)c2N)cc1	.	4%	32%	.	0%	17%	-4%	.	0%
O=C(OCC(=O)N1CCCC1)c1cncc(Br)c1	-2%	-13%	?	i	-10%	3%	4%[57.5 µM]	0%	14%
C[C@@H]1CN([C@@H](C)CO)C(=O)CCCn2nncc2CO[C@H]1CN(C)Cc1cccc(C(F)(F)F)c1	-1%	7%	0%	i	?	11%	?	.	10%
CC(C)NC(=O)C(c1ccc(F)cc1)N(Cc1ccco1)C(=O)CCC(=O)Nc1ccccn1 (stereo not given)	1%	-8%	3%	i	-2%	15%	i	1%	5%
CCCCN(C)C(=O)c1ccc2c(c1)NC(=O)C(CC(C)C)N2 (stereo not given)	.	12%	-7%	.	0%	6%	i	.	4%
COc1ccc2nc(CNC(=O)C3CCC(=O)N(CCc4ccccc4)C3)[nH]c2c1 (stereo not given)	0%	3%	24%	i	-3%	10%	i	-1%	18%
Cc1cc(O)c(NC(=O)c2ccc(C)c([N+](=O)[O-])c2)cc1C	4%	-6%	3%	i	5%	-2%	-18%	-7%	-15%
CCOC(=O)N1CCC(NC(=O)CN2C(=O)C(CC)Oc3ccc(C)cc32)CC1 (stereo not given)	15%	-9%	10%	i	-2%	-6%	i	-3%	6%
CCOC(=O)C1(CC2CCCCO2)CCN(S(=O)(=O)c2ccc(C)s2)CC1 (stereo not given)	0%	0%	21%	i	0%	16%	-3%	-11%	-15%
COC(=O)C1CCN(C(=O)COC(=O)C2CCN(S(=O)(=O)c3ccc4c(c3)OCCO4)CC2)CC1	0%	5%	13%	i	12%	7%	i	0%	-3%
CCn1cc(S(=O)(=O)c2ccc(C)cc2)c(=O)c2cc(OC)ccc21	-6%	-7%	2%	i	0%	43%[activator]	i	2%	3%
O=C(O)Cc1ccc2[nH]c3ccc(CC(=O)O)cc3c2c1	11%	18%	8%	i	-1%	9%	i	-1%	-4%
COC(=O)c1cc(C(=O)NC(C)(C)CC(C)(C)C)cc([N+](=O)[O-])c1	-8%	10%	9%	i	23%	?	i	1%	0%
CCOc1ccccc1NC(=O)NNS(=O)(=O)c1cc(OC)ccc1OC	-3%	1%	1%	i	-14%	-29%	i	-4%	14%
O=C(CN1C(=O)NC2(CCOc3ccccc32)C1=O)Nc1cccc(Cl)c1 (stereo not given)	2%	1%	-28%	i	18%	10µM*	i	3%	5%
N#C/C(=C(/O)CN1CCN(c2ccccc2F)CC1)c1nc(-c2ccc(Cl)cc2)cs1	-1%	-27%	29%	i	-18%	?	-46%[inhibitor][57.5 µM]	-12%	2%
COc1ccc(C(=O)C(=O)N2CCN(c3ccccc3F)CC2)cc1	?	-9%	2%	i	?	-1%	i	.	-6%
Brc1cccc(OCCSc2ncccn2)c1	11%	-4%	9%	i	9%	?	-1%	2%	-6%
CCn1c(CN2CCCCC2)nc2cc(NC(=O)COc3ccc(C(C)(C)C)cc3)ccc21	.	-2%	31%	.	6%	?	-32%[inhibitor]	.	5%
O=C(CSC1CC(=O)N(CCc2ccccc2)C1=O)Nc1cccc(Cl)c1 (stereo not given)	13%	16%	26%	i	18µM*	-24%	i	1%	5%
NNC(=O)CNc1ccccc1Cl	4%	-15%	7%	i	7%	15%	-5%	0%	-3%
O=C(c1ccc(Br)o1)N1CCC(Cc2ccccc2)CC1	1%	-17%	.	i	?	?	i	-2%	8%
COC(=O)c1cc(NC(=O)c2ccccc2)c(=O)oc1C	0%	-6%	-8%	i	-19%	19%	0%	-6%	6%
CCC1(c2ccc(Cl)cc2)NC(=O)N(CC(=O)NCc2ccc(F)cc2)C1=O (stereo not given)	-1%	6%	7%	i	-6%	?	-32%[inhibitor]	0%	-8%
Cc1ccc(-c2nc(C)sc2CC(=O)NCc2ccco2)cc1	10%	10%	13%	i	12%	-11%	i	-1%	-17%
CN(CC(=O)Nc1ccc(F)cc1)C(=O)COC(=O)CNC(=O)c1sc2ccccc2c1Cl	2%	-1%	-6%	i	15%	1%	-19%	0%	-5%
Cc1sc2ncnc(N3CCC(C(=O)Nc4ccc(F)cc4Cl)CC3)c2c1C	-4%	-20%	4%	i	16µM*	?	-37%[inhibitor]	-7%	-1%
COC(=O)C[C@H]1C[C@@H]2c3cc(NC(=O)NC4CCCC4)ccc3O[C@@H]2[C@@H](CO)O1	0%	-5%	17%	i	?	7%	-23%	.	4%
CSc1nnc(-c2sc3cc(C(F)(F)F)cnc3c2-c2ccccn2)n1C	-1%	-17%	-8%	i	-2%	-11%	-10%	-2%	-10%
Cc1c(CCC(=O)O)c(=O)oc2cc3occ(-c4ccc(Cl)cc4)c3cc12	-32%[inhibitor]	-47%[inhibitor]	15%	i	-8%	15%	-6%	-6%	5%
CCNCCC(=O)N1c2ccccc2Sc2ccc(NC(=O)OCC)cc21	3%	4%	1%	i	13%	?	i	1%	-26%
C#CCSc1nc(-c2cccs2)ccc1C#N	3%	4%	-18%	i	2%	21%	-11%[57.5 µM]	?	-2%
O=C(NCCN1CCOCC1)c1cc(S(=O)(=O)NCCCN2CCCC2=O)ccc1Cl	-1%	14%	10%	i	4%	3%	i	0%	-9%
COc1cc(/C=C/C(=O)OCC(=O)N2CCCc3ccccc32)ccc1OCC#N	9%	3%	37%	i	20%	29%	-6%	-1%	2%
O=C(O)C(Cc1ccccc1)N1C(=O)c2c(Cl)c(Cl)c(Cl)c(Cl)c2C1=O (stereo not given)	18%	-23%	-11%	i	16%	-6%	-21%	.	9%
O=[N+]([O-])c1cc(/C=N/O)ccc1N1CCCC1	0%	-17%	14%	i	-1%	11%	-3%	0%	-17%
CCC(C)C(NC(=O)C1CCC(C)CC1)C(=O)NCc1ccccn1 (stereo not given)	3%	-9%	2%	i	2%	2%	-15%[57.5 µM]	1%	4%
O=C(Cc1cccs1)Nc1nnc(-c2ccncc2)s1	-6%	-1%	40%	i	-19%	9%	i	?	10%

The final two compounds of the section above open the next one.
SMILES	aSyn rescue	Abeta rescue	FUS yeast rescue	pAkt inh	TDP43 rescue	GLP1R inv ag	PTHR1 agonist	MmCpn inh	GLP1R cytotox
CCC(C)C(NC(=O)C1CCC(C)CC1)C(=O)NCc1ccccn1 (stereo not given)	3%	-9%	2%	i	2%	2%	-15%[57.5 µM]	1%	4%
O=C(Cc1cccs1)Nc1nnc(-c2ccncc2)s1	-6%	-1%	40%	i	-19%	9%	i	?	10%
O=C(COc1ccc2c3c(c(=O)oc2c1)CCCC3)N1C[C@H]2C[C@@H](C1)c1cccc(=O)n1C2	-3%	-15%	9%	i	-7%	45%[activator]	-45%[inhibitor]	-1%	10%
CCc1ccccc1NC(=O)CSc1nc2c(oc3ccccc32)c(=O)n1-c1ccccc1F	.	-4%	24%	.	2%	-15%	i	.	-19%
COc1ccc(-c2c(NC(=O)c3ccco3)oc3ccccc3c2=O)cc1	-12%	-13%	22%	i	0%	13%	-15%	-1%	-5%
Cc1ccc(-n2nc(C(=O)N3CCN(c4ccc(F)cc4)CC3)c(=O)n(C)c2=O)cc1	.	-12%	27%	.	5%[9.22 µM]	-23%	0%	.	-6%
CC(C)(C)NC(=O)C(=O)NCc1ccncc1	-7%	-5%	-31%	i	9%	4%	i	0%	5%
COc1ccc(CCNC(=O)CSCc2n[nH]c(=O)[nH]2)cc1OC	3%	17%	12%	i	-12%	7%	7%[57.5 µM]	0%	3%
Cc1cc(C)nc(SCc2nnc(SCC(=O)Nc3ccc(C)c(C)c3)o2)n1	-2%	-6%	17%	i	13%	0%	-15%	?	3%
